# Screens (PubChem)
# UPR CHOP act = activators of apoptotic CHOP UPR arm, primary screen, cell-based, CHO-CHOP luciferase reporter, luminescence, uHTS; UPR activation; percent of tunicamycin response over DMSO baseline; activation, % at 10 µM; 330,000 compounds, 0.34% hits; AID 449763, 2010;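 active = at 10 µM dose, activation of 40% or more, normalized to positive control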;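 note: 100% = tunicamycin at 10 µg/mL and 0% = DMSO alone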
#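 Test system: CHO-CHOP cells, stable luciferase reporter of PERK-eIF2a-CHOP signalling | Quantity: 500 CHO-CHOP cells per well | Buffer or medium: F12 plus 10% serum | Compound dosing: 10 µM single point, 0.5% DMSO | Schedule: 6 h compound treatment, 37 °C | Signal: Luciferase luminescence | Control set: Tunicamycin high control, DMSO low control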
# tim23-1 inh = growth inhibitors of tim23-1 mutant yeast, primary screen, luminescence, uHTS; S. cerevisiae tim23-1 growth, BacTiter-Glo luminescence, 24 h; inhibition, % at 20 µM; 330,000 compounds, 1.3% hits;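 active = growth inhibition of the mutant yeast at or above 50%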;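 note: temperature-sensitive mutant grown at 25 °C; plate controls were DMSO-treated mutant yeast for no effect and medium wells lacking yeast for full effect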
# APJ antag = antagonists of human apelin receptor APJ, primary screen, CHO-K1 cells, beta-arrestin complementation, luminescence; inhibition, % at 20 µM; 330,000 compounds, 0.32% hits; AID 2521, 2010;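 active = inhibition above about 40% at 20 µM, limit read from the data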;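 note: cells challenged with 10 nM apelin-13 agonist together with compound; plate controls were apelin-13 plus DMSO wells for no effect and DMSO wells lacking apelin-13 for full effect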
# APJ agonist = agonists of human apelin receptor APJ, primary screen, CHO-K1 cells, PathHunter beta-arrestin, luminescence. 0% DMSO wells, 100% apelin. activation, % at 20 µM. 330,000 compounds, 0.11% hits;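 active = activation more than six SD over the plate average, tested at 20 µM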;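 note: 0% = DMSO alone and 100% = apelin-13 at 10 nM; some results filed as inactive read as strong as hits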
#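 Material: CHO-K1 APJ beta-arrestin complementation cell line; Input: cell density 1000 per well; Incubation: compound stimulation 90 min at 25 °C, detection 60 min; Signal: luminescence from split beta-galactosidase complementation, Galacton Star/Emerald II substrate; Controls: DMSO-only wells as negative, 10 nM Apelin-13 as positive control.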
# TIM10 inh = growth inhibitors of isogenic TIM10 control yeast, primary screen, counter-screen for tim10-1 yeast inhibitor project, luminescence, uHTS; S. cerevisiae TIM10 strain growth, BacTiter-Glo luminescence, 24 h; inhibition, % at 10 µM; 330,000 compounds, 1.4% hits; AID 463195, 2010;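 active = inhibition of 40% or more at the single tested concentration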;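 note: wild-type TIM10 isogenic control strain grown at permissive 25 °C; 0% = DMSO yeast wells and 100% = minimal medium wells without yeast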
# tim10-1 inh = growth inhibitors of tim10-1 mutant yeast, primary screen, luminescence, uHTS; S. cerevisiae tim10-1 ts strain growth, BacTiter-Glo, 24 h; AID 463190, 2010; 330,000 compounds, 2.2% hits; inhibition, % at 20 µM;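 active = inhibition of at least 40%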;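 note: mutant grown at 25 °C; 0% = DMSO wells with yeast and 100% = wells holding no yeast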
# CXCR6 block = CXCR6 receptor inhibitors, primary screen, cell-based, beta-arrestin, luminescence, CHO-K1 PathHunter, 1536-well. C-X-C chemokine receptor type 6 (Homo sapiens), O00574. inhibition, % at 20 µM. 360,000 compounds, 0.36% hits. AID 602244, 2012; in the data active = inhibition above about 34%, passing the limit was not always enough;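 note: antagonist mode with CXCL16 agonist at 10 nM final; 0% = 10 nM CXCL16 with DMSO and 100% = unstimulated wells without agonist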
# Mdm2-MdmX inh = inhibitors of human Mdm2-MdmX association, primary screen, cell-based, luminescence, split luciferase, SaOS-2, uHTS; SaOS-2 split-luciferase Mdm2/MdmX complementation; inhibition, % at 8 µM; 330,000 compounds, 3% hits; AID 485346, 2010;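 active = inhibition of at least 50% at 8 µM in the primary screen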
# Target sequence (O15151 whole entry, looked up): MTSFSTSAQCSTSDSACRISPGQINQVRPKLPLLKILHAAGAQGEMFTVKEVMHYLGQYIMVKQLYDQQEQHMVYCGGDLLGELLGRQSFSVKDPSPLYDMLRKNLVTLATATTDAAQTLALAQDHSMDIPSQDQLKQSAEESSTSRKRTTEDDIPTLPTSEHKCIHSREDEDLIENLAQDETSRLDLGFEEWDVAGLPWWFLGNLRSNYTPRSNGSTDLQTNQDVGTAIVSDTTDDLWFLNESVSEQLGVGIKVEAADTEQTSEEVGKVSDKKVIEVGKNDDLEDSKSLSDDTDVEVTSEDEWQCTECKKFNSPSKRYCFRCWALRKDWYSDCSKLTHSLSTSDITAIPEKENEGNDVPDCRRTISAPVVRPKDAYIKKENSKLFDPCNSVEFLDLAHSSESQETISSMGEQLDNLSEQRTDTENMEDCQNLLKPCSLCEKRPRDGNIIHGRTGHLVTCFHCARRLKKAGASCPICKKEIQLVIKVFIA
# Target sequence (Q00987 whole entry, looked up): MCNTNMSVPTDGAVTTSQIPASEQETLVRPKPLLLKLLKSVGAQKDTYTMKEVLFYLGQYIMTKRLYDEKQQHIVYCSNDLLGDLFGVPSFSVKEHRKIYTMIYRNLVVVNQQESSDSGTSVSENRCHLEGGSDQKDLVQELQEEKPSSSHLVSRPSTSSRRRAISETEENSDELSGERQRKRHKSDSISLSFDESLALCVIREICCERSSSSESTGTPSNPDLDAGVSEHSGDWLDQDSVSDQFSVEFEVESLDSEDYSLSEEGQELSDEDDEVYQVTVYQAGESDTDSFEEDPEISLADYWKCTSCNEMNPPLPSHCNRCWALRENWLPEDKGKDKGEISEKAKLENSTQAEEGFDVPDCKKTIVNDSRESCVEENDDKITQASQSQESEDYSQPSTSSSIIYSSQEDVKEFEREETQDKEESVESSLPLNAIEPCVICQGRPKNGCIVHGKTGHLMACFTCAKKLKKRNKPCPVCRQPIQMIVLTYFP
# XBP1 UPR activ = activators of adaptive XBP1 UPR arm, primary screen, cell-based, CHO-XBP1 luciferase reporter, luminescence, uHTS | IRE1-XBP1 UPR activation; percent of tunicamycin response, DMSO as zero | activation, % at 20 µM | 330,000 compounds, 0.33% hits | AID 463104, 2010;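 active = versus positive control, 20 µM dose yields 30% or more activation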;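 note: 100% = tunicamycin at 10 µg/mL and 0% = DMSO only wells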
#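 Material – CHO cell line with stable XBP1 luciferase reporter · Buffer or medium – F12 plus 10% FBS · Compound – single point, 20 µM final compound, 1% DMSO · Schedule – 16-18 h cell attachment at 37 °C, then 6 h compound exposure · Signal – Steady-Glo luminescence read · Benchmarks – high control tunicamycin 10 µg/mL final, low control DMSO vehicle only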
# Active calls of the source: *; / = not tested or not shown. An excerpt. The share of hits here may be higher or lower than overall.
SMILES,UPR CHOP act,tim23-1 inh,APJ antag,APJ agonist,TIM10 inh,tim10-1 inh,CXCR6 block,Mdm2-MdmX inh,XBP1 UPR activ
COc1cc(/C=C2/CC(C)OC2=O)c([N+](=O)[O-])cc1OC (stereo not given),0.2,-5.0,1.2,-4.2,-6.5,-17.1,-3.5,2.5,-5.1
COC(=O)c1ccc(NC(=O)C(=O)N2CCN(C(=S)Nc3ccc(C)cc3)CC2)cc1,-0.1,12.5,-10.9,-1.0,16.1,7.3,3.6,19.7,-3.4
COCCNCC(=O)Nc1ccc(OC(F)(F)F)cc1,1.4,-9.3,-2.7,-2.5,-7.9,11.8,3.6,13.4,-1.2
CCc1c(C)nc(SCC(=O)Nc2cccc(Br)c2)[nH]c1=O,-2.3,0.6,4.3,1.3,-1.8,-4.0,-13.0,6.8,-3.0
COc1ccc(-c2nc(CCNC(=O)c3cccs3)cs2)cc1,0.1,25.1,-1.3,2.6,9.7,15.4,-1.6,-25.7,6.0
COc1ccc(CNC(=O)CCc2nnc3ccc(NCCCN4CCCC4=O)nn23)cc1,0.3,-9.0,5.1,-0.5,0.3,-8.2,3.5,1.5,-2.2
CCCc1cc(=O)oc2cc(OCC(=O)NCC3CCC(C(=O)O)CC3)ccc12 (stereo not given),-0.5,-2.6,12.5,-4.2,-2.7,-10.6,-5.9,8.9,0.0
CN1CCN(S(=O)(=O)c2ccc(Sc3nnnn3-c3ccccc3)c([N+](=O)[O-])c2)CC1,25.4,28.2,-12.2,6.0,9.9,23.4,-17.2,88.0*,-8.5
CCN1CCN(S(=O)(=O)c2ccc(Cl)c(C(=O)N(C)Cc3ccccc3)c2)CC1,0.0,20.1,-7.0,-2.0,8.5,98.4*,8.6,-26.5,-0.7
Cc1ccc(NC(=O)Nc2ccc(Cl)c(Cl)c2)nc1,5.8,1.7,-14.3,-0.8,19.4,-2.6,3.1,-30.4,13.4
COCCC(=O)N1CCCC(C(=O)c2ccc(C(F)(F)F)cc2)C1 (stereo not given),-0.9,11.3,3.2,-3.0,-7.2,3.2,-7.8,7.5,-4.8
Cc1nc(SCC(=O)NC2CCS(=O)(=O)C2)c2c3c(sc2n1)CCCC3 (stereo not given),0.5,18.8,25.3,6.1,6.6,28.2,-6.1,26.9,2.9
Cc1ccccc1NC(=O)CSc1nc(-c2ccccc2)cc(=O)[nH]1,0.3,4.1,15.9,0.4,-6.9,-0.6,-3.5,-13.8,-3.8
O=C(CSc1ncn[nH]1)N(C1CCCCC1)C1CCCCC1,-1.8,25.3,12.0,-4.5,8.1,20.7,-12.1,7.4,-3.8
CC(C)CC(NC(=O)CNC(=O)C1O[C@@H]2OC(C)(C)O[C@@H]2[C@H]2OC(C)(C)O[C@@H]12)C(=O)O (stereo not given in full),-1.4,4.7,3.5,-4.0,18.3,13.3,-4.2,-17.7,2.9
O=C(COC(=O)c1ccccc1-n1cnnn1)c1ccccc1,2.3,6.6,-23.5,8.7,1.7,18.2,1.9,11.2,-0.7
CC(C)CCn1cnc2c1c(=O)[nH]c(=O)n2Cc1ccccc1,0.7,-0.6,9.6,-0.2,-19.0,1.1,3.2,-6.2,-6.3
CC(=O)N1c2ccc(S(=O)(=O)NCCC(=O)NCc3ccc(Cl)cc3)cc2CC1C (stereo not given),0.6,4.0,-13.2,16.1,-8.5,13.3,-2.6,37.4,-3.4
CCCN1CCC(=NNc2ccc(S(N)(=O)=O)cc2[N+](=O)[O-])CC1,-1.2,10.3,-23.7,1.5,-13.9,5.6,-2.2,3.8,-2.5
CCn1nc(C)c(CN2CCc3c([nH]c4ccccc34)C2C(C)(C)C)c1C (stereo not given),0.8,20.4,13.7,-3.3,10.7,26.5,4.0,4.3,-4.0
O=C(CN1CCCCCC1)NC(c1ccccc1)c1ccccc1,2.4,20.5,-19.3,-0.3,0.4,4.3,5.0,-11.7,-4.1
CC(=O)c1ccc(S(=O)(=O)NC2CCSc3ccccc32)cc1 (stereo not given),0.4,15.7,8.7,-2.9,18.4,1.2,-13.9,-8.7,-1.8
COC(=O)c1ccc(NC(=O)C(=O)N2CCN(C(=S)Nc3cccc(OC)c3)CC2)cc1,2.6,1.2,-1.0,3.7,-4.4,2.0,-1.9,21.6,-1.8
O=C(c1cccc(Br)c1)N1CCCC1,-1.0,-5.7,24.1,-2.9,-15.0,3.7,0.2,2.0,1.8
N#Cc1nc(-c2ccc(OCc3ccccc3)cc2)oc1NCCCN1CCOCC1,0.8,11.3,24.4,-1.8,14.4,13.5,-8.2,12.3,-1.2
Cc1c(Cl)cccc1NC(=O)CN1CCN(CCN=CC2=C(O)CC(c3ccccc3)CC2=O)CC1 (stereo not given),0.1,-8.2,1.4,-5.0,12.4,5.7,-1.3,11.2,-1.0
O=C(O)CCN=CC1=C(O)CC(c2ccccc2)CC1=O (stereo not given),-0.8,-3.4,1.3,0.7,12.6,-19.4,0.5,-8.9,1.0
O=C(CN1c2cccc3cccc(c23)S1(=O)=O)N1CCN(c2ccc(F)cc2)CC1,1.6,29.2,-27.6,1.7,1.7,22.1,-4.8,7.3,2.2
O=C(NCCc1ccncc1)c1ccc2nc(Cc3cccc(Cl)c3)oc2c1,0.7,24.6,-21.9,3.5,11.4,23.0,-11.2,15.4,-3.9
CC(OC(=O)c1ccc(F)c(S(=O)(=O)N2CCOCC2)c1)C(=O)NC1CCCC1 (stereo not given),1.3,9.6,5.5,-5.0,-2.8,11.5,-1.3,11.7,0.1
COc1ccccc1N1CCN(C(=O)Cn2c(=O)oc3cc(S(=O)(=O)N4CCCC4)ccc32)CC1,-1.8,4.7,-54.1,-0.6,9.6,-1.9,35.2,15.7,1.9
Cc1ccc(C(C(=O)NC2CCCCC2)N(Cc2ccco2)C(=O)Cn2cnc3ccccc32)cc1 (stereo not given),-0.6,5.9,1.9,-7.8,15.8,26.2,5.0,11.2,-0.7
Cc1cccc(C(=O)N2CCC(=O)N(C(COCc3cccc(C(F)(F)F)c3)Cc3ccccc3)CC2)c1 (stereo not given),-1.0,26.1,6.4,-1.2,20.8,27.7,9.7,22.8,-0.9
CC(C)(C)c1ccc(NS(=O)(=O)c2ccc(N)cc2)cc1,-0.1,28.3,-30.2,-3.0,3.2,14.9,-6.8,10.5,0.2
Cn1c(N2CCN(C(=O)Nc3ccc(F)cc3)CC2)nc2ccccc21,-0.1,-2.3,3.2,0.7,6.9,-10.6,5.1,9.0,1.1
N#C/C(=C/N1CCOCC1)c1ccccc1,-0.9,-1.5,15.3,-2.6,-30.3,-13.2,-4.3,9.9,3.8
COc1ccc(C(CC(=O)N2CCCC2)c2c(O)cc(OC)cc2OC)cc1 (stereo not given),-1.6,-14.2,6.4,5.6,-1.9,15.2,3.6,-22.2,2.1
Cc1ccc(S(=O)(=O)N2CC[C@@H]2C(=O)O)cc1,-0.1,20.7,0.0,-4.9,0.3,-14.7,0.1,-2.7,2.2
COc1ccc(COc2cc(-c3cccc(OC)c3)nc3ccc(N)cc23)cc1,12.3,25.7,8.3,-0.5,7.8,2.6,-6.2,59.5*,8.9
Clc1ccc(CN2CCN(/N=C/c3ccco3)CC2)cc1,1.4,20.3,5.5,-1.9,8.1,15.8,5.0,0.7,-0.2
O=C(CN(C(=O)CNC(=O)c1cccs1)c1ccccc1F)NC1CCCC1,0.7,-15.0,3.5,-0.8,-2.6,-4.5,-2.2,6.0,0.8
CCC(C)C(NC(=O)c1ccc(Cl)cc1)C(=O)Nc1cccnc1 (stereo not given),-1.3,-11.3,6.4,0.1,-13.6,3.7,-3.3,20.8,-4.7
CCCCn1nc2cc(C(=O)NCc3ccc4c(c3)OCO4)ccc2c1OCC,1.8,32.6,11.4,-1.2,8.6,28.0,1.4,-17.8,-2.1
COc1cccc(NC(=O)CSc2nnc(C3CCCCC3)n2N)c1,3.6,-7.7,0.7,-1.3,-10.1,-12.6,-4.1,18.3,-0.3
CC1=CC(=Nc2c(C)n(C)n(-c3ccccc3)c2=O)C=CC1=O,5.3,16.3,7.5,3.8,18.9,17.3,/,69.0*,0.7
CC(C)N(CC#CCC(O)(c1ccccc1)c1ccccc1)CCO,-0.8,6.3,1.8,-1.2,4.3,16.9,3.0,18.4,0.0
Cn1ncc(N=Cc2ccc([N+](=O)[O-])cc2)c1C(=O)Nc1ccccc1,6.4,-3.2,-56.6,0.6,27.2,20.7,-29.8,11.2,1.5
NC(=O)c1ccccc1NC(=O)CC12CC3CC(CC(C3)C1)C2,2.6,41.6,1.8,-3.8,15.4,33.7,-4.7,15.7,-3.7
CC(OCC(O)CN(C)CCOc1ccccc1)c1ccc(Cl)cc1 (stereo not given),1.5,-36.3,8.1,-3.7,1.0,-27.9,-10.1,1.4,1.9
CN(C)c1nc(NCc2ccccc2)nc(Oc2ccc(=O)[nH]n2)n1,-0.7,9.5,7.6,4.5,-3.8,28.3,-6.6,30.9,0.2
Cc1ccc(C(=O)N(CC(=O)Nc2ccc(Cl)c(Cl)c2)Cc2ccco2)cc1,-1.4,1.2,6.5,-1.7,-11.9,-4.6,9.5,25.0,-3.9
CC1(C)CC2CC(C)(CN2S(=O)(=O)c2cccc(N)c2)C1 (stereo not given),-0.5,26.5,-12.9,-1.9,34.8,48.4*,-0.7,-22.3,-0.7
O=C(O)c1cc2c(cn1)[nH]c1ccccc12,1.0,-8.7,-3.2,-2.5,-18.3,-5.7,-25.2,-5.8,-1.1
Brc1ccc(-c2ncc3ccccn23)cc1,9.3,1.4,11.3,-2.7,-20.7,-7.2,-3.5,-54.5,3.0
CCOC(=O)c1nc(Nc2ccc(C(=O)OC)cc2)c2ccccc2n1,-0.2,5.2,2.5,4.1,3.9,18.8,1.7,8.1,-1.2
